Bioassay records deposited in PubChem by National Center for Advancing Translational Sciences (NCATS).
PTHR1 ag: qHTS for PTHR1 Agonists: Primary Screen; 410,000 tested, 0.075% active; Potency, µM (series often up to 115 µM), for the others: at the top dose activation, usual class: activators; Parathyroid hormone/parathyroid hormone-related peptide receptor (Homo sapiens), Q03431; HEK293 GP2 PTHR1 cells, GloSensor cAMP luminescence, 1 h; further: nearly all actives have a fitted effect of over 55% in size; some results filed as inactive show a strong effect at the top dose; inactives centre near -15; many of its hits are not listed in these tables
Target sequence (Q03431 whole entry, looked up): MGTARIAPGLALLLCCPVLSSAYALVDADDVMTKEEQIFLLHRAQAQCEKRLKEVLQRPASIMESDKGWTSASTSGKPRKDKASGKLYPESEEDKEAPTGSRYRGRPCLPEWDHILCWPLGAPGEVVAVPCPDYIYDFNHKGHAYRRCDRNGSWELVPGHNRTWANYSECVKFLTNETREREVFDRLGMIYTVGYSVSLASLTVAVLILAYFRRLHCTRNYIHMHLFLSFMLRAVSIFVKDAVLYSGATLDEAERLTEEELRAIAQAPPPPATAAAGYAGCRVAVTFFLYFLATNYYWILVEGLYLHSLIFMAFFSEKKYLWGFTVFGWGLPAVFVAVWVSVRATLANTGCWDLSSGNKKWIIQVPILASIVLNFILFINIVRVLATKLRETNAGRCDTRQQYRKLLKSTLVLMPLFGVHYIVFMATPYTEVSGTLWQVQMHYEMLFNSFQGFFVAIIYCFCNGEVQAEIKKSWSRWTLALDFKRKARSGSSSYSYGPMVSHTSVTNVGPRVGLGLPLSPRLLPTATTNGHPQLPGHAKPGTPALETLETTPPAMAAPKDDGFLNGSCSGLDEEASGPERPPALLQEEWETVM
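HEK-293-derived GP2 cells expressing PTHR1 and a GloSensor cAMP reporter, 3,000/well, plated overnight, given luciferin plus IBMX (each 0.5 mM as added) for 1 h at 37 °C, then compound for 1 h at 37 °C. Luminescence was read after 15 min at room temperature.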
EPAC1 antagonist: qHTS for Antagonist of cAMP-regulated guanine nucleotide exchange factor 3 (EPAC1): primary screen; Rap guanine nucleotide exchange factor 3 (Homo sapiens), O95398; EPAC1 GEF assay, Rap1b-BODIPY-GDP exchange fluorescence; Potency, µM (doses to about 115 µM), for the others: top-dose activity change, negative = inhibition, hits mostly inhibitors; 360,000 tested, 0.14% active; AID 720709, 2013;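 further: plate controls were vehicle for no effect and positive control for full effect; nearly all actives have a fitted effect of over 50% in size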
TDP-43 yeast inh: qHTS of TDP-43 Inhibitors; TDP-43 expressing yeast growth rescue, BacTiter-Glo, 24 h; Potency, µM (highest dose often 46.1 µM), without a hit: at the highest dose growth rescue (activation), most hits filed as activators; 410,000 tested, 1.8% active; AID 652104, 2013; further: % of control where 0% means no effect; nearly all actives have a fitted effect of over 50% in size
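Luminescence from BacTiter-Glo reports growth of TDP-43-expressing yeast after 24 hr at 30 deg C with compound. Cells were raffinose-pregrown to mid-log, then seeded in galactose medium at OD600=0.02.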
aSyn rescue: qHTS of alpha-syn Inhibitors | Yeast expressing alpha-synuclein, growth rescue, BacTiter-Glo, 24 h | Potency, µM (top dose mostly 46.1 µM), for inactives: at the top dose growth rescue (activation), actives largely listed as activators | 370,000 tested, 0.14% active | AID 652106, 2013; further: % of control where 0% means no effect; nearly all actives have a fitted effect of over 65% in size
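Screening used galactose-induced yeast with toxic alpha-synuclein levels, exposed to compound for 24 hr at 30 deg C. Cell growth, read with BacTiter-Glo luminescence, gave the measured signal.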
EPAC2 agonist: qHTS for Agonist of cAMP-regulated guanine nucleotide exchange factor 4 (EPAC2): primary screen; Rap guanine nucleotide exchange factor 4 (Homo sapiens), Q8WZA2; EPAC2 activation, biochemical qHTS; response scale: 100% = 6.5 mM cAMP response; Potency, µM (highest dose often 154 µM), without a hit: at the top dose activation, hits mostly activators; 360,000 tested, 0.079% active; AID 720711, 2013; further: nearly all actives have a fitted effect of over 50% in size
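Readout is BODIPY fluorescence (480 nm excitation, 540 nm emission), which falls as labeled GDP is exchanged off Rap1B. EPAC2 at 100 nM acted on 250 nM RAP1B-BODIPY-GDP with 50 uM GDP present.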
EPAC1 agonist: qHTS for Agonist of cAMP-regulated guanine nucleotide exchange factor 3 (EPAC1): primary screen; Rap guanine nucleotide exchange factor 3 (Homo sapiens), O95398; EPAC1 agonist qHTS, biochemical assay; response scale: 100% = response to 6.5 mM cAMP; Potency, µM (titrated, usually from 154 µM), for the others: at the highest dose activation, usual class: activators; 360,000 tested, 0.073% active; further: nearly all actives have a fitted effect of over 60% in size
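Fluorescent GDP-exchange assay: 100 nM EPAC1 with 250 nM Rap1B preloaded with BODIPY-GDP and 50 uM GDP; compounds tested as concentration series, 5 min at room temperature, then read every 5 min for 30 min (ex 480/em 540 nm); normalized to 6.5 mM cAMP.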
FUS suppressor: qHTS for Suppressors of FUS Proteinopathy: Primary screen using FUS-linked yeast assay; S. cerevisiae FUS-expressing, growth rescue, OD600, 24 h; Potency, µM (top dose mostly 76.6 µM), for inactives: top-dose growth rescue (activation), actives largely listed as activators; 390,000 tested, 0.24% active; AID 1347120, 2019;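 further: plate controls were DMSO vehicle for no effect and reference control for full effect; nearly all actives have a fitted effect of over 55% in size; some results filed as inactive show a strong effect at the top dose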
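Steps: raffinose overnight preculture; dilution to OD 0.005 in 2% galactose minimal medium; compound addition (concentration series); 24hr at 30C, 99% humidity; absorbance read at 600 nm.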
EPAC2 antag: qHTS for Antagonist of cAMP-regulated guanine nucleotide exchange factor 2 (EPAC2): primary screen; EPAC2 GEF exchange of Rap1B-BODIPY-GDP, fluorescence; Potency, µM (highest dose often 114 µM), without a hit: at the highest dose activity, negative = inhibition, hits mostly inhibitors; Rap guanine nucleotide exchange factor 4 (Homo sapiens), Q8WZA2; 360,000 tested, 0.18% active; AID 720708, 2013; further: on the % scale 0 is the no-effect control and ±100 the full control effect; nearly all actives have a fitted effect of over 45% in size; many of its hits are not listed in these tables
* = called active by the depositor; i = inactive; u = inconclusive; x = no result given; & = joins results of further samples; [ ] = another dose, or the depositor's remark. The call rests on the fitted dose curve; in most records, active means well fitted curve in the direction sought with a large enough effect; inconclusive means small, poorly fitted or top-dose-only effect, or another doubt; inactive means no such curve, though single readings can be large; an effect the other way counts as inactive or inconclusive. Potency means the concentration at half of the fitted maximal effect.

| Molecule | TDP-43 yeast inh | EPAC1 agonist | FUS suppressor | PTHR1 ag | EPAC1 antagonist | EPAC2 antag | aSyn rescue | EPAC2 agonist |
| --- | --- | --- | --- | --- | --- | --- | --- | --- |
| COc1ccc(Oc2c(OC)cc(NCc3ccc(CN)cc3)c3ncccc23)cc1 | 5% | 14% | u | i | -20% | 1% | -3% | 8% |
| COc1ccc(CCNC(=O)c2c(C)nc3ccccn23)cc1OC | -5% | 2% | 16% | -21% | -10% | -14% | -1% | 8% |
| Cc1ccc(S(=O)(=O)N2CCC(=O)N([C@H](COCc3cccc(C(F)(F)F)c3)C(C)C)CC2)cc1 | 10% | -14% | u | i | -16% | -18% | 10% | 1% |
| COc1cccc(-c2nnc(SCC(=O)N3CCCc4ccccc43)o2)c1 | u | 8% | 16% | -17% | 4% | 0% | 10% | 8% |
| CC1(C)Cc2nc(NCCN3CCOCC3)c(C#N)cc2CO1 | 8% | -3% | 7% | -2%[57.5 µM] | 4% | 15% | 16% | 5% |
| CC(=O)N1CCN(S(=O)(=O)c2cccc(C(=O)NC3CCCC(C)C3C)c2)CC1 (centres undefined) | 11% | -19% | -18% | i | -1% | -6% | -3% | -5% |
| Cc1nc(Cc2nnc(SCC(=O)N3c4ccccc4NC(=O)C3(C)C)o2)cs1 | 15% | 3% | 14% | i | 6% | 1% | -3% | 2% |
| CC(C)NCC(O)COc1ccc(COCCOC(C)C)cc1 (centres undefined) | 20% | -20% | -41% | -7% | -4% | 3% | 1%&0% | 20% |
| CC(=O)c1ccccc1OCCn1nnc(-c2ccc(C)cc2)n1 | 25µM* | 10% | 28% | -19% | -7% | -2% | 12% | 19% |
| CCN1CCN(c2cc(C)c3cc(NC(=O)Cc4ccccc4OC)ccc3n2)CC1 | 12% | 6% | 24% | i | -7% | 0% | -3% | 5% |
| CNCC[C@@H](Oc1ccccc1C)c1ccccc1 | 10% | -18% | -22% | -3% | 0% | 17% | 5% | 4% |
| CN(C)S(=O)(=O)c1cccc(NC(=O)CN2C(=O)C3C4C=CC(C4)C3C2=O)c1 (centres undefined) | 6% | -2% | 9% | i | -21% | 3% | 2% | 2% |
| O=C(Nc1ccccc1)N(CCN1CCOCC1)Cc1ccccc1F | -6% | -1% | 17% | -11%[57.5 µM] | -1% | 6% | -15% | 7% |
| CCC(C)Sc1nc(O)c(Cc2ccccc2)c(=O)[nH]1 (centres undefined) | 2% | 2% | -12% | i | 6% | 11% | 0% | 2% |
| Fc1ccc(C2CCCN2Cc2nc(-c3cnccn3)no2)cc1 (centres undefined) | 13% | 5% | -21% | i | -3% | 0% | 3% | 2% |
| CC[n+]1c(/C=C/c2ccc(N(C)C)cc2)ccc2ccccc21 | -63%[inhibitor] | -16% | 13% | -26% | u | u | -59%[inhibitor] | -11% |
| NS(=O)(=O)c1ccc(N2N=C(c3ccc(Br)cc3)CC2c2ccc(F)cc2)cc1 (centres undefined) | -22% | 3% | 34% | -8%[57.5 µM] | 0% | -5% | 11% | 11% |
| CCS(=O)(=O)c1ccc2c(c1)N(S(C)(=O)=O)CC(C(=O)NN)O2 (centres undefined) | -25% | -4% | 6% | -6% | -8% | 3% | -7% | 0% |
| Cc1ccsc1C1C(C(=O)O)c2ccccc2C(=O)N1C (centres undefined) | -11% | -11% | -2% | -24% | -10% | 1% | -2% | -4% |
| COc1cc(/C=N/NC(=O)c2nonc2N)cc(OC)c1OC | -4% | 0% | 2% | i | 2% | 3% | 3% | 6% |
| Nc1ccccc1SCC(=O)Nc1ccc2c(c1)OCO2 | 13% | -6% | -2% | i | 4% | 2% | -1% | 14% |
| c1ccc(CNc2ncnc3sc4c(c23)CCCC4)nc1 | 13µM* | -10% | 12% | -6% | 5% | -4% | 2% | 1% |
| COc1ccccc1NC(=O)CSc1nncs1 | 8% | 0% | 14% | i | -30% | -3% | 1% | 12% |
| O=C(Cc1ccccc1[N+](=O)[O-])NNC(=O)Nc1ccc2c(c1)OCO2 | 11% | -13% | 5% | -12% | 4% | 4% | 2% | -1% |
| COc1cc(OC)cc(C(=O)NC(=S)Nc2ccc(Cl)c(C(=O)O)c2)c1 | -1% | 6% | 27% | -5%[57.5 µM] | 25% | 15% | -19% | 0% |
| CCCN1CCC(NC(=O)Nc2ccc(Br)cc2)CC1 | 2% | 10% | -5% | i | -5% | 1%[57.1 µM] | -3% | 13% |
| CC1(c2ccccc2)CC(C)(C)N2C(=O)/C(=C3\SC(=S)NC3=O)c3cccc1c32 (centres undefined) | 19% | -2% | -9% | -48%[inhibitor] | 5% | u | 7% | -9% |
| CS(=O)(=O)N(CC(=O)N1CCN(c2ccccc2)CC1)c1cccc(Br)c1 | u | 1% | 22% | i | 9% | 7% | -3% | 7% |
| COc1ccc(/C(O)=C2/C(=O)C(=O)N(CC3CCCO3)C2c2ccc(OC)c(OC)c2)cc1 (centres undefined) | -8% | -5% | 3% | i | 3% | 10% | -4% | -1% |
| CSCc1c(C(=O)Nc2ccccc2N2CCOCC2)oc2ccccc12 | 8% | 22% | 5% | -19% | -4% | -4% | 1% | 18% |
| CCCN(CC(=O)Nc1ccccc1C)C(=O)c1cnc(C)cn1 | 6% | -4% | -19% | -11% | 7% | 13% | -9% | 3% |
| CCCOc1cc(C)nc(-c2ccccc2O)n1 | 4% | 0% | -7% | i | 5% | -9%[57.1 µM] | 0% | -3% |
| CCc1c(C)nc2ncnn2c1N1CCCC(C(=O)NCCc2ccccc2)C1 (centres undefined) | -5% | 3% | 19% | -1%[57.5 µM] | -5% | 1% | 5% | -4% |
| C=CCN(c1ccccc1)S(=O)(=O)c1cccc(C(=O)Nc2nc3ccccc3[nH]2)c1 | 5% | 5% | 4% | -30%[inhibitor] | -26% | -7% | -1% | 14% |
| Cc1ccc(C(=O)OCC(=O)NCc2ccco2)cc1S(=O)(=O)N1CCOCC1 | -3% | 4% | 13% | i | 3% | -4% | 3% | 7% |
| Cc1cc(C)cc(NC(=S)NCc2cccs2)c1 | 5% | -11% | x | -33%[inhibitor] | -28% | -2% | -4% | 6% |
| CCOc1ccccc1CNCC1CCCO1 (centres undefined) | 3% | -5% | -8% | -9% | -30% | 11% | 2% | 2% |
| CC(C)(C)OC(=O)N[C@@H](Cc1ccccc1)C(=O)NCC1CCC(C(=O)O)CC1 (some centres undefined) | 11% | -6% | -13% | -12% | 5% | 4% | 2% | 0% |
| Cc1ccc(C)c(OCC(=O)Nc2ccc(S(=O)(=O)Nc3onc(C)c3C)cc2)c1 | -3% | -2% | 13% | -7% | -15% | u | 5% | 2% |
| CC(C)NC(=O)N(C)C[C@H]1Oc2ccc(NC(=O)Cn3cnnn3)cc2C(=O)N([C@H](C)CO)C[C@@H]1C | -7% | 0% | -9% | -11% | 12% | -21% | 1% | 6% |
| Cc1csc(=O)n1CC(=O)OCC(=O)Nc1ccc(F)c(F)c1 | 0% | 1% | 12% | i | -5% | -7% | 3% | -1% |
| Cc1nn(C(C)C(=O)NC2CC2)c(=O)c2nn(-c3ccccc3)c(C)c12 (centres undefined) | 0% | 0% | 8% | u | -9% | -2% | -1% | 12% |
| COc1ccccc1N(CC(=O)Nc1ccc2c(c1)OCO2)S(=O)(=O)c1ccccc1 | 11% | 7% | 17% | -1% | -1% | 4% | 2% | 10% |
| CCc1nnc(SCC(=O)NC2CCCCC2)nc1CC | 15% | 4% | -19% | -12% | -16% | 4% | 2% | 11% |
| Cc1cc(-n2cnc(-c3cn(C)nc3C)n2)no1 | -10% | 6% | 5% | 26% | -22% | -1% | 0% | 3% |
| N#Cc1ccc(Oc2nc(C(N)=O)cc(-c3ccccc3)n2)cc1 | 9% | 10% | 19% | i | u | -4%[57.1 µM] | -1% | -9% |
| CCOc1ccc2nc(S(=O)(=O)NC(=O)C3(C)CCN3C(=O)c3cccc(F)c3)sc2c1 (centres undefined) | 24% | 2% | -13% | i | -1% | -16% | 0% | 2% |
| O=C(c1ccc(CS(=O)(=O)c2ccc(Br)cc2)o1)N1CCCC1 | 10% | -20% | -26% | -86%[inhibitor] | 7% | 4% | 1% | 2% |
| C=C(C)CSc1nc2sc3c(c2c(=O)n1-c1ccc(OC)cc1)CCN(C)C3 | -4% | -1% | 8% | 6% | 3% | -2% | 0% | 10% |
| COC(=O)c1nc2n(n1)C(c1ccc(OC)c(OC)c1)C(C(=O)OC1CCCCC1)=C(C)N2 (centres undefined) | -4% | 5% | 2% | -17%[57.5 µM] | 2% | 0% | -4% | -6% |
| COc1ccc(OC)c(CN2CCSCC2)c1 | -1% | 0% | 2% | i | -6% | 8% | -3% | 8% |
| O=S(=O)(c1cccc2nsnc12)N1CCN(C/C=C/c2ccccc2)CC1 | 22% | 15% | -1% | -25% | 0% | 3% | 0% | 21% |
| COc1ccc2[nH]c3c(c2c1)CCNC3c1ccc([N+](=O)[O-])o1 (centres undefined) | 15% | 2% | 37% | -20% | -6% | 7% | 16% | -19% |

As a short view, 4 of the compounds above.
| Molecule | TDP-43 yeast inh | EPAC1 agonist | FUS suppressor | PTHR1 ag | EPAC1 antagonist | EPAC2 antag | aSyn rescue | EPAC2 agonist |
| --- | --- | --- | --- | --- | --- | --- | --- | --- |
| C=C(C)CSc1nc2sc3c(c2c(=O)n1-c1ccc(OC)cc1)CCN(C)C3 | -4% | -1% | 8% | 6% | 3% | -2% | 0% | 10% |
| COC(=O)c1nc2n(n1)C(c1ccc(OC)c(OC)c1)C(C(=O)OC1CCCCC1)=C(C)N2 (centres undefined) | -4% | 5% | 2% | -17%[57.5 µM] | 2% | 0% | -4% | -6% |
| COc1ccc(OC)c(CN2CCSCC2)c1 | -1% | 0% | 2% | i | -6% | 8% | -3% | 8% |
| O=S(=O)(c1cccc2nsnc12)N1CCN(C/C=C/c2ccccc2)CC1 | 22% | 15% | -1% | -25% | 0% | 3% | 0% | 21% |

Some of the compounds tested. The share of hits here may be higher or lower than overall.
